Screens deposited in PubChem by several laboratories.
XIAP antagonists – small molecules displacing peptide from XIAP – biochemical, IAP family, fluorescence polarization (AID 1018); XIAP BIR domain, fluorescence polarization peptide displacement; higher % means a stronger effect; displacement, % at 20 µM; hits with a dose series show IC50 in µM; 200,000 tested, 0.007% active; in the data active = displacement above about 50%; also: a part of the inactive calls stands beside numbers as strong as those of hits
UTI89 phage lysis – inhibition of K1F phage lysis, E. coli UTI89, bacterial capsule biogenesis inhibitors, alamar blue (AID 488966); E. coli UTI89 K1F phage lysis, alamar blue, 2 h; higher % means a stronger effect; inhibition, % at 100 µM, or IC50 in µM where a hit was titrated; 340,000 tested, 0.02% active;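 active = phage lysis inhibition, versus mean bacterial control, above a set limit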;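 also: capsule biogenesis inhibitors block K1F phage lysis so surviving cells raise fluorescence; higher fluorescence means more inhibition of phage lysis; actives were called in the ten point dose series up to 300 µM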
Hep lipid drop – hepatic lipid droplet formation modulation; inhibition, % at 6.5 µM; AML12 mouse hepatocytes, oleate lipid droplets, BODIPY imaging; AID 1656; 240,000 tested, 0.4% active;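 active = lipid droplet intensity inhibited by at least 50%, with more than 500 cells counted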
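Test system: AML12 mouse liver cells; schedule: overnight exposure; technique: high-content imaging of BODIPY-stained droplets and DAPI nuclei; read-out: % inhibition of corrected integrated BODIPY droplet signal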
P. falciparum M17LAP – P. falciparum M17LAP inhibitors, primary screen, biochemical, fluorogenic H-Leu-NHMec substrate, 1536-well (AID 1619); 220,000 tested, 0.38% active; recombinant M17LAP, H-Leu-NHMec fluorogenic kinetic assay; higher % means a stronger effect; inhibition, % at 30 µM; hits with a dose series show IC50 in µM;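 active = compound inhibiting the enzyme by more than half at any dose during confirmatory dose-response retesting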;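 also: plate controls were full reaction with DMSO carrier for no effect and no enzyme background for full effect; strong numbers were not always called active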
PMI inhibition – MPI inhibition at elevated mannose 6-phosphate – biochemical, fluorescence intensity, high mannose 6-phosphate, primary screen (AID 1220). recombinant PMI enzyme, coupled fluorescence intensity; higher % means a stronger effect. inhibition, % at 20 µM; hits with a dose series show IC50 in µM. 190,000 tested, 0.66% active
P. falciparum M1AAP – P. falciparum M1AAP inhibitors, biochemical, fluorogenic H-Leu-NHMec substrate, 1536-well (AID 1445); inhibition, % at 30 µM, or IC50 in µM where a hit was titrated; recombinant M1AAP, H-Leu-NHMec fluorogenic kinetic assay; higher % means a stronger effect; 220,000 tested, 0.42% active;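 active = primary inhibition above the hit cutoff, then over 50% inhibition at one or more dose response concentrations, cut at about 23% in these data, passing the limit was not always enough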;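 also: plate controls were DMSO full reaction for no effect and no enzyme background for full effect; strong numbers were not always called active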
Siah-1 displacement – blockers of Siah-1 interaction with plectin peptide – biochemical, fluorescence polarization, rhodamine-plectin, uHTS, primary screen (AID 1817); displacement, % at 20 µM; hits with a dose series show IC50 in µM; 290,000 tested, 0.02% active; Siah-1 / rhodamine-plectin peptide fluorescence polarization; higher % means a stronger effect;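 active = displacement of at least 50% at 20 µM, with a fluorescence ratio check between 0.3 and a set limit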;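 also: plate controls were Siah plus tracer with DMSO for no effect and tracer alone without Siah for full effect; strong numbers were not always called active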
TNAP activators – human TNAP enzyme activators, primary screen, biochemical, luminescent, no phosphate acceptor, uHTS (AID 1001) | purified TNAP, luminescent activation assay, no phosphate acceptor; higher activation fold means a stronger effect | activation fold at 20 µM; hits with a dose series show EC50 in µM | 200,000 tested, 0.03% active; in the data active = activation fold from about 3, or a potency from the dose series; inactive = the rest, 99 in 100 with activation fold below about 1.6; also: many of its hits are not listed in these tables
PMI inhibitors – inhibitors of human PMI, primary screen, biochemical, fluorescence intensity, coupled assay (AID 1209). purified PMI enzyme, coupled fluorescence intensity; higher % means a stronger effect. one-dose inhibition, % at 20 µM; IC50 in µM for titrated hits. 190,000 tested, 0.42% active;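 also: plate controls were DMSO vehicle for no effect and wells lacking substrate for full effect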
Hep lipid drop cells 6.5 µM – further read-out of Hep lipid drop, marked with its call; cell count; measured here: cell count, cytotoxicity flag;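 cells counted across two imaged fields per well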
* hit, by the source's call; nt = no result given; [ ] = remark or other dose. Rule as the data show it, unless noted: active = inhibition above about 50%; inactive = the rest.

SMILES | XIAP antagonists | UTI89 phage lysis | Hep lipid drop | Hep lipid drop cells 6.5 µM | P. falciparum M17LAP | PMI inhibition | P. falciparum M1AAP | Siah-1 displacement | TNAP activators | PMI inhibitors
CCC(=O)Nc1ccc(NC(=O)CSc2nc3cc4c(cc3cc2C)CCC4)cc1 | -3.6% | 3.0% | nt | nt | -11.3% | 0.1% | 11.1% | -5.2% | 1.2 | 4.9%
O=C(COC(=O)CCc1nc2ccccc2c(=O)[nH]1)Nc1ccc(Cl)cn1 | nt | 0.1% | 7.6 | 766 | 1.3% | nt | -0.3% | -11.0% | nt | nt
Cc1ccc(NC(=O)/C(=C\c2cccc(Br)c2)NC(=O)c2ccco2)cc1 | -15.8% | 0.6% | nt | nt | -5.4% | 11.0% | 0.8% | 4.2% | 1.1 | 10.5%
CCOC(=O)c1cc2c(ccn2C)n1CC(=O)N(C)C | -4.9% | 0.1% | -0.2 | 628 | nt | 44.7% | nt | -7.4% | 1.1 | 5.7%
COc1ccc(C(=O)NCCSC2CCCCC2)cc1 | -4.9% | 0.8%[50 µM] | -4.5 | 596 | 4.6% | 5.9% | -1.0% | 3.9% | 1.1 | -0.6%
OCCNCc1cc(Br)ccc1OCc1ccc(Cl)cc1Cl | -2.3% | -0.5% | -36.0 | 665 | 2.7% | -17.8% | 3.9% | -1.8% | 1 | -19.6%
NC(=O)NNc1cccc(Cl)n1 | -5.3% | 0.2% | -16.1 | 698 | -2.4% | 17.9% | -8.6% | -6.1% | 1.3 | 10.1%
CCCCCCn1c(COc2ccccc2F)nnc1SCC(=O)c1c(N)n(C)c(=O)n(C)c1=O | -4.2% | nt | -18.7 | 676 | -2.9% | -21.9% | -1.5% | -8.0% | 1 | -8.3%
O=C(CNC(=S)N(Cc1ccc(F)cc1)C1CCCCC1)NCCN1CCOCC1 | -5.4% | -0.2% | 0.4 | 719 | 4.2% | 0.3% | 3.5% | 0.3% | 1.2 | -11.0%
COc1cc([N+](=O)[O-])cc(/C=N/NC(=O)c2cccnc2)c1O | nt | -0.2% | nt | nt | 33.9% | nt | 20.8% | 4.9% | nt | nt

Next section, starting with the last three of the part before.
SMILES | XIAP antagonists | UTI89 phage lysis | Hep lipid drop | Hep lipid drop cells 6.5 µM | P. falciparum M17LAP | PMI inhibition | P. falciparum M1AAP | Siah-1 displacement | TNAP activators | PMI inhibitors
CCCCCCn1c(COc2ccccc2F)nnc1SCC(=O)c1c(N)n(C)c(=O)n(C)c1=O | -4.2% | nt | -18.7 | 676 | -2.9% | -21.9% | -1.5% | -8.0% | 1 | -8.3%
O=C(CNC(=S)N(Cc1ccc(F)cc1)C1CCCCC1)NCCN1CCOCC1 | -5.4% | -0.2% | 0.4 | 719 | 4.2% | 0.3% | 3.5% | 0.3% | 1.2 | -11.0%
COc1cc([N+](=O)[O-])cc(/C=N/NC(=O)c2cccnc2)c1O | nt | -0.2% | nt | nt | 33.9% | nt | 20.8% | 4.9% | nt | nt
COC(=O)CSc1nnc(Cc2cc(=O)[nH]c(=O)[nH]2)n1-c1cccc(OC)c1 | 0.0% | -5.4% | 8.4 | 640 | -3.4% | 3.5% | 0.4% | 2.7% | 1.1 | 4.9%
COc1ccc(NC(=O)COc2nsnc2N2CCOCC2)cc1 | -1.3% | 0.2% | 1.7 | 749 | -4.0% | -8.6% | 5.8% | -7.3% | 1.1 | -6.4%
Cc1cccc(-n2nnc3cnn(C)c3c2=O)c1 | -0.1% | 0.1% | nt | nt | -11.1% | -1.6% | -1.0% | -6.2% | 1.1 | 0.7%
Cc1cc2c(cc1C)CN(c1ccccc1)C2 | nt | -0.3% | 3.7 | 688 | 6.1% | nt | 3.9% | 5.5% | nt | nt
Cc1cc(=O)[nH]c2c(N=Nc3ccc(O)cc3)c(N)nn12 | -7.3% | 0.0% | -13.9 | 675 | 7.9% | 45.7% | 16.9% | 8.5% | 1.7 | 25.4%
COc1ccc(-n2c(C)cc(C(=O)COC(=O)Cc3n[nH]c(=O)c4ccccc34)c2C)cc1 | -17.6% | -0.9%[50 µM] | -9.3 | 623 | 5.5% | 17.0% | 1.6% | 1.5% | 1.2 | 0.6%
O=C(c1ccc(Cl)s1)N1CCc2ccccc21 | -2.3% | 3.6% | 3.1 | 759 | -0.3% | 7.3% | 0.9% | -3.7% | 1.1 | 10.2%
O=C(CSc1nn(-c2ccc(Cl)cc2)c(=S)s1)NCC1CCCO1 (stereo not given) | -7.7% | -0.3% | -19.4 | 700 | -2.5% | -23.1% | 2.0% | -3.4% | 1 | -20.6%
COc1c(O)cc2oc(-c3ccc(O)cc3)cc(=O)c2c1O | nt | -0.6% | 14.7 | 615 | 3.3% | nt | 17.2% | -0.5% | nt | nt
CC(=O)N/C(=C\c1cccc([N+](=O)[O-])c1)C(=O)NC(C)C | -1.9% | 0.3% | 22.6 | 632 | 7.3% | 13.0% | 0.0% | 7.0% | 1.1 | 9.0%
Cc1ccc2oc(-c3cccc(NC(=O)c4cc(-n5cnnc5)ccc4Cl)c3)nc2c1 | -2.5% | -0.1% | -10.8 | 709 | 4.9% | -17.9% | -3.2% | 17.5% | 1.1 | -8.8%
Cc1ccc(NC2CC(C)NC(=S)N2)cc1 (stereo not given) | nt | -0.9% | -9.9 | 778 | 4.9% | nt | 3.5% | 2.8% | nt | nt
CC(C)Cn1c(O)c(/C=C2\C=NN=C2c2ccccc2)sc1=S | -3.5% | 0.3%[50 µM] | 4.2 | 632 | -2.0% | 14.4% | 1.1% | 2.7% | 1.1 | 13.7%
COc1ccc(CC(=O)NNC(=O)c2ccc(NC(C)=O)cc2)cc1 | -2.8% | 0.0% | -0.8 | 720 | 1.2% | 5.2% | -4.4% | 5.6% | 1.2 | 3.8%
O=C1CCC(C(=O)OCC(=O)N2N=C3/C(=C/c4ccccc4)CCCC3C2c2ccccc2)N1 (stereo not given) | -1.3% | -0.4% | -7.8 | 813 | 3.1% | 13.0% | 5.1% | 4.6% | 1 | 5.4%
c1ccc(C2NCCc3ccccc32)cc1 (stereo not given) | -7.0% | 0.2% | -6.2 | 653 | -1.6% | 4.2% | -1.6% | 4.2% | 1.1 | 8.3%
O=C(c1ccc(-n2c(SCc3cccc(F)c3)nc3ccccc3c2=O)cc1)N1CCOCC1 | -7.5% | 0.8%[50 µM] | -2.1 | 664 | -0.1% | 16.8% | -1.8% | -3.1% | 1 | 19.2%
Cn1nnnc1SCCNCc1cccnc1 | 3.3% | 1.7% | nt | nt | -18.5% | -9.4% | 5.2% | 4.8% | 1.1 | -7.3%
CC1(C)N=C(c2cccs2)C(C)(C)N1O | -5.7% | -0.9%[50 µM] | nt | nt | 6.0% | -4.5% | 0.5% | -4.5% | 1 | -3.1%
O=C(c1ccco1)N1CCN(C/C=C/c2ccccc2)CC1 | -1.0% | 0.4% | nt | nt | -0.7% | 6.8% | -7.4% | 0.0% | 1.1 | 9.7%
O=C(CCC1CCCN(C(=O)c2ccoc2)C1)NCc1ccc(F)c(F)c1 (stereo not given) | 1.2% | 0.2% | 18.4 | 726 | -7.9% | 5.6% | -10.1% | 3.0% | 1 | 7.5%
COc1cccc(-n2nnc3c(=O)n(Cc4cccc(C)c4)cnc32)c1 | -3.9% | 0.2% | 5.5 | 671 | nt | 6.7% | nt | -2.6% | 1.1 | 10.8%
Cc1ccc(O)c(N=Cc2cc(Cc3ccccc3)cc([N+](=O)[O-])c2O)c1 | 5.0% | -3.1% | 19.6 | 758 | 6.9% | 63.3%* | 16.5% | 22.9% | 0.8 | 42.0%
CCCCOC(=O)Nc1cc(Cl)ccc1C | -4.0% | -0.2% | -3.2 | 762 | 1.8% | -9.9% | 12.0% | -3.0% | 1 | -10.6%
COC(=O)C(NC(=O)CSc1nc(N)cc(=O)[nH]1)c1ccccc1 (stereo not given) | -4.5% | 0.0% | -7.9 | 658 | 13.4% | 8.9% | 0.4% | -7.6% | 1.1 | 5.8%
COc1ccc(CCNc2cc(=O)[nH]c(N)n2)cc1 | -4.0% | -4.6% | 7.5 | 753 | -1.6% | 31.5% | 6.8% | 0.5% | 1.1 | 35.5%
CN(C)c1cccc2c1C(=O)c1ccccc1C2=O | -5.7% | 2.1% | -6.9 | 597 | 3.8% | 55.7%* | -4.3% | 0.8% | 0.8 | 24.1%
Cc1ccc(S(=O)(=O)N2CCCOC2CNC(=O)C(=O)NCCC2=CCCCC2)cc1 (stereo not given) | -1.4% | 5.1% | -2.6 | 631 | -1.8% | 8.2% | 1.2% | -1.3% | 1.1 | 7.7%
COc1ccccc1CCN=C(N)NS(=O)(=O)c1ccccc1 | -2.3% | 0.2% | -0.6 | 743 | -1.9% | 4.0% | 0.3% | 0.5% | 1 | 3.9%
CC(C)c1cc(C(F)(F)F)n2nc(C(=O)Nc3ccc4c(c3)OCO4)cc2n1 | -2.5% | -0.3% | nt | nt | 5.8% | 4.7% | 2.7% | 3.4% | 1.1 | 0.8%
CCOC(=O)c1ccc2c(c1)[n+](CC)c(C)n2-c1ccccc1 | -7.5% | -0.5% | 3.9 | 719 | -22.5% | 10.3% | 8.3% | 4.4% | 1.1 | 8.8%
Cc1c(Cl)cccc1-n1c(SCC(=O)N2CCC(C(=O)O)CC2)nnc1-c1ccncc1 | -4.4% | -0.8% | 5.1 | 677 | 2.7% | -6.7% | 1.0% | 3.1% | 1.2 | -8.3%
Cn1c(-c2ccc3c(c2)OCO3)cnc1NCc1ccc(Cl)cc1 | 1.0% | 1.7% | -3.8 | 774 | 6.2% | 3.4% | 0.3% | 5.0% | 1.1 | 13.1%
COc1ccc(-n2c(C)cc(C(=O)NC3CCCCC3)c2C)cc1 | -5.8% | 1.3%[50 µM] | nt | nt | 13.9% | 11.9% | 13.8% | -2.1% | 1 | 15.4%
Cc1noc(/C=C/c2cccs2)c1S(=O)(=O)N1CCC(C(=O)NCCCN2CCCC(C)C2)CC1 (stereo not given) | -6.4% | -0.2% | 2.5 | 733 | 10.5% | -6.9% | 6.5% | 10.9% | 1 | -4.1%
COc1nc(-c2ccccc2)cc(C(F)(F)F)n1 | -5.3% | 1.8% | 4.8 | 741 | 3.8% | -3.8% | -1.3% | 1.0% | 1.1 | 6.8%
Cc1c(C(=O)NCCCN2CCOCC2)oc2ccc(S(=O)(=O)N3CCOCC3)cc12 | -8.5% | -0.1% | 3.2 | 702 | -5.3% | -1.6% | 3.2% | 5.6% | 1.1 | -2.1%
Cc1cccc2cc(C(c3nnnn3Cc3ccccc3)N3CCCc4ccccc43)c(=O)[nH]c12 (stereo not given) | -3.8% | -0.5% | 2.7 | 770 | -3.8% | 2.4% | 2.5% | 8.7% | 1.2 | 3.8%
Cc1occc1C(=O)Nc1cc(C(C)(C)C)on1 | 1.3% | 10.8% | -12.5 | 653 | -4.1% | 4.2% | 4.1% | 11.1% | 1.2 | 5.0%
